Source: PubChem BioAssay (several laboratories)
IMP-1 inhibitor: blocks Pseudomonas aeruginosa IMP-1 metallo-beta-lactamase | actives 0.45% (n = 290,000) | inhibition, % at 5.6 µM | purified IMP-1, nitrocefin hydrolysis, epi-absorbance fluorescence;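 active means inhibition above the mean plus 3 SD of all compounds in the same screening run, cut at about 4.5% in these data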;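 further: 0% = IMP-1 with DMSO and 100% = DMSO wells lacking enzyme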
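System: Purified IMP-1 | Read-out basis: Percent enzyme inhibition | Controls: IMP-1 with DMSO as 0%, enzyme-free DMSO as 100% | Replicates: One well per compound | Doses: 5.6 µM nominal single concentration | Detection: Epi-absorbance fluorescence, 480 nm excitation, 530 nm emission | Incubation: 25 °C, 15 min preincubation, 25 min reaction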
GalR3 antag: blocks the human galanin receptor 3 | O60755 | HEK293 GalR3-CNG cAMP membrane potential fluorescence; galR3 body fused to GalR1 C-terminus | inhibition, % at 3 µM | actives 0.44% (n = 360,000) | AID 651719;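 active means inhibition above the screen-wide average plus 3 SD, cut at about 13% in these data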;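 further: forskolin and galanin both at EC90 stimulate the cells; cAMP rise reported by CNG channel membrane potential dye signal; 0% = forskolin plus galanin with DMSO and 100% = forskolin alone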
IDE cell activ: IDE (human) activation, cell-based. actives 0.073% (n = 340,000). activation, % at 5.96 µM. P14735. AID 493087. HEK cells, FAbeta-B cleavage, fluorescence polarization; 0% vehicle, 100% cell-free pure enzyme wells;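 active means activation above the mean of all tested compounds plus 3 SD, set per screening campaign, cut at about 17% in these data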
Target sequence (P14735 whole entry, looked up): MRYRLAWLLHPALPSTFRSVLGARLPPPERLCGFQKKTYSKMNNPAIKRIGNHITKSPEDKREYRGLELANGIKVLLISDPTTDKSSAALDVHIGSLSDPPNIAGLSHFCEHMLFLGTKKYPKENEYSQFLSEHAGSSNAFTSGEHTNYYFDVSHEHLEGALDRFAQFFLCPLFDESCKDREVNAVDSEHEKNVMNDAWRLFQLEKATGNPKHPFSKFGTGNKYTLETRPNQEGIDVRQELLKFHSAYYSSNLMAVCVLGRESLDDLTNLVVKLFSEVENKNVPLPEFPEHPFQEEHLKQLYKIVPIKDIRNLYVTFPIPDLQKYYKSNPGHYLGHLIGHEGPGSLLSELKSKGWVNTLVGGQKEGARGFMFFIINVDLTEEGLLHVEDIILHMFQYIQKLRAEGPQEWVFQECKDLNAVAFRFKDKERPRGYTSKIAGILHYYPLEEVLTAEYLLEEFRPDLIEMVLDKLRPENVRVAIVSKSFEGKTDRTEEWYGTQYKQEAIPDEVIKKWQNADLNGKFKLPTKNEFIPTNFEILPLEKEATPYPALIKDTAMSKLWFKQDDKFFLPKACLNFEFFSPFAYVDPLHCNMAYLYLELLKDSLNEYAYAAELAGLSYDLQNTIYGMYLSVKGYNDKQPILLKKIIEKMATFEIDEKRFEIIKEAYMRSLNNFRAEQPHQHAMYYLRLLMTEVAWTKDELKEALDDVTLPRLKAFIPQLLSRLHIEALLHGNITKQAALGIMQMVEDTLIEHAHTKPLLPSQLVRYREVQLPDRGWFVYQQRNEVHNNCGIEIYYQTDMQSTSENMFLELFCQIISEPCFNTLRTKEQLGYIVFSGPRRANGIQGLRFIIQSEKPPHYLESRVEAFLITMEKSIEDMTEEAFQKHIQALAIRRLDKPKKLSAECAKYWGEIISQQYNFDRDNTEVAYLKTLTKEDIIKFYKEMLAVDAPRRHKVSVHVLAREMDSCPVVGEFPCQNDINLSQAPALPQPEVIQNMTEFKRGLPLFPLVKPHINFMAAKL
NS3 helicase inh: blocks Hepatitis C virus NS3 helicase unwinding; NS3 helicase DNA unwinding, Cy5 molecular beacon fluorescence; inhibition, % at 10.9 µM; actives 0.56% (n = 290,000);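 active means inhibition above the mean of all tested compounds plus 3 SD, set per campaign, cut at about 35% in these data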;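 further: 0% = DMSO wells and 100% = thioflavine S control wells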
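Test system: hepatitis C virus NS3 helicase domain fragment enzyme. Also added: annealed dual-labelled DNA beacon duplex, ATP-started. Timing: 60 min unwinding reaction at 25 °C after ATP addition. Technique: Cy5 fluorescence. Measure: % inhibition of unwinding.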
IDE inh: inhibits human insulin-degrading enzyme in HEK cells; actives 0.41% (n = 320,000); FAbetaB cleavage, fluorescence polarization; P14735; inhibition, % at 5.59 µM;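 active means percent inhibition above the average of all tested compounds plus 3 SD, set per screening campaign, cut at about 16% in these data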;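 further: IDE supplied by intact live HEK cells; FP after avidin binding of uncleaved biotin substrate so inhibition keeps polarization high; 0% = DMSO wells and 100% = 60 µM reference IDE inhibitor Ii1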
UBC9 SUMO inh: blocks human SUMOylation mediated by UBC9; HTRF SUMOylation assay, SAE1/SAE2 + UBC9, in vitro; actives 0.36% (n = 290,000); P63279; inhibition, % at 35 µM; in the data active means inhibition above about 50%, passing the limit was not always enough; further: strong numbers were not always called active
p-CIP stab down: compounds decreasing mouse p/CIP protein stability | Q05BA5 | F442A p/CIP-EGFP cells, EGFP fluorescence, 16 h | decrease of EGFP signal, % at 10 µM | actives 0.01% (n = 290,000);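 active means EGFP signal decrease of at least 30% at 10 µM or well 3 SD below plate mean, unless failing retest; inactive means the rest, including hits failing retest or dose response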; further: some compounds called inactive have numbers as strong as hits; many of its hits are not listed in these tables
CRFR2-BP antag: blocks CRF-induced signaling of the CRF-BP/CRF-R2 complex. HEK293 CRF-R2/CRF-BP, CRF-induced calcium fluorescence. inhibition, % at 11.8 µM. actives 0.59% (n = 350,000);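 active means inhibition of the ligand-induced calcium signal above about 50% at the single tested concentration, limit read from the data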
VIM-2 inhibitor: blocks Pseudomonas aeruginosa VIM-2 metallo-beta-lactamase | purified VIM-2, nitrocefin hydrolysis, epi-absorbance fluorescence | inhibition, % at 5.6 µM | actives 0.89% (n = 290,000) | AID 1527;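 active means inhibition above the mean of all tested compounds plus 3 SD, cutoff set per screening run, cut at about 7.5% in these data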;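 further: red hydrolysis product quenches plate fluorescence so inhibitors raise well fluorescence; 0% = enzyme with DMSO and 100% = DMSO without enzyme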
Numbers without * were called inactive; / = no result given. The order is random; overall some 3.2% were active at least once.

Compound,IDE inh,UBC9 SUMO inh,IMP-1 inhibitor,p-CIP stab down,VIM-2 inhibitor,GalR3 antag,CRFR2-BP antag,IDE cell activ,NS3 helicase inh
N=c1c(-c2nc3ccccc3[nH]2)cc(C(=O)c2ccco2)nn1-c1ccccc1,-1,9,0.4,1,-2.4,-4,0,-1,-6
COc1ccc(NC(=O)C2=Cc3ccccc3OC2)cc1,-1,5,-0.7,-11,-1.4,2,-16,-7,9
Cc1ccccc1-c1nc(SCc2ccccn2)c2c(=O)n(C)c(=O)n(C)c2n1,3,16,-0.6,-10,1.3,-5,4,6,3
Cc1noc(C)c1NC(=O)N(C)C[C@H]1Oc2ccc(NC(=O)C3CC3)cc2C(=O)N([C@H](C)CO)C[C@@H]1C,4,/,/,/,/,-1,3,2,/
CC(C)(C)[C@H]1COC(=O)CC/C=C\C[C@H](CC(=O)N(CCO)Cc2ccccc2)C(=O)N1,-4,/,/,/,/,-5,-2,6,/
Nc1cnccc1Oc1cccc(C(F)(F)F)c1,3,/,/,/,/,0,1,3,/
COC(=O)CSc1nnc(CNc2ccc(Cl)cc2)n1-c1ccccc1,-4,16,-0.3,-2,-3.6,-2,-2,1,2
COCCn1ccc2c(OCC(=O)Nc3cc(OC)ccc3OC)cccc2c1=O,0,/,/,/,/,-3,3,2,/
O=C(NCc1cccs1)c1noc2c1CCCC2,4,-2,-3.7,0,-1.4,-4,18,1,2
COc1ccc(C(=O)CC(=O)C(=O)Nc2ccc(C)c(C)c2)cc1,3,8,-3.8,4,-4.3,-10,4,-1,23
C=CCN(CC=C)C(=S)Nc1ccc(OC)c(OC)c1,-3,-5,-1.9,-9,-2.8,-2,8,3,1
COC(=O)C1=C(N)OC2=C(C(=O)CCC2)C1c1ccccc1OC (stereo not drawn),3,20,-2.7,-17,-2.0,1,8,3,7
CCSc1ncc(/C=N/Nc2ccccc2)n1C,-5,10,-1.1,-16,0.4,-4,7,2,-4
[N-]=[N+]=NC(c1ccccc1)c1nc2ccccc2[nH]c1=O (stereo not drawn),5,14,-1.9,11,-1.9,-10,-25,2,17
O=C(N/N=C1\CC2CC=CC12)c1ccc(O)cc1 (stereo not drawn),4,-2,-3.3,12,-3.0,-2,1,5,7
Cc1ccc(C)c(C(=O)COC(=O)c2nn(C)c(=O)c3ccccc23)c1,2,/,/,/,/,-6,-4,4,/
CCCCN(CCCC)C(=O)CN(C)S(=O)(=O)c1ccc2c(c1)n(C)c(=O)c(=O)n2C,3,-1,-5.4,11,-4.3,-3,-9,4,-3
Cc1ccc(C)c2nc(SCC(=O)N3CCCc4ccccc43)c(C#N)cc12,1,4,0.6,0,-0.2,-3,-37,3,-3
Cc1ccc(S(=O)(=O)/N=C(/Nc2nc(C)cs2)c2ccccc2)cc1,-3,/,/,/,/,-4,-9,1,/
COc1ccc(NC(=O)/C=C/c2ccc(S(=O)(=O)N3CCOCC3)cc2)cc1,4,/,/,/,/,-3,-6,-5,/
CCc1nnc(NC(=O)C2=CCN(S(=O)(=O)c3ccccc3)CC2)s1,-12,15,-5.0,6,-2.7,2,-6,0,-12
COC(=O)[C@H](C)NC(=O)COc1ccccc1,-3,7,-2.4,-5,-1.8,-4,8,-1,3
C=CCSc1nnc(-c2ccc(Cl)cc2Cl)o1,3,6,-0.4,-15,-3.3,-5,-21,6,1
O=C(COc1ccccc1F)NC1CC1,-2,8,-4.8,-1,-2.2,-2,34,-4,3

Part of the list above, with values ahead of the structure:
IDE inh	UBC9 SUMO inh	IMP-1 inhibitor	p-CIP stab down	VIM-2 inhibitor	GalR3 antag	CRFR2-BP antag	IDE cell activ	NS3 helicase inh	smiles
-3	7	-2.4	-5	-1.8	-4	8	-1	3	COC(=O)[C@H](C)NC(=O)COc1ccccc1
3	6	-0.4	-15	-3.3	-5	-21	6	1	C=CCSc1nnc(-c2ccc(Cl)cc2Cl)o1

(next part)
Compound,IDE inh,UBC9 SUMO inh,IMP-1 inhibitor,p-CIP stab down,VIM-2 inhibitor,GalR3 antag,CRFR2-BP antag,IDE cell activ,NS3 helicase inh
O=C(c1ccc2[nH]c3c(c2c1)CCCC3)N1CCN(c2ccc(F)cc2)CC1,-3,-16,-1.1,-8,1.1,3,-33,-3,-1
CC(C(=O)NC1CCCC1)N(Cc1ccc2c(c1)OCO2)C(=O)c1snc(C(N)=O)c1N (stereo not drawn),4,10,-5.1,-13,-1.9,-2,5,3,4
O=C(CNC(=O)c1cccs1)c1ccc(F)cc1,-2,4,-2.7,-11,-0.5,0,3,-4,5
C/C(=N/NC(=O)C(O)(c1ccccc1)c1ccccc1)c1ccc([N+](=O)[O-])o1,0,-21,-0.4,9,-0.5,-9,8,3,8
COCc1c(C(=O)OCc2nc(N)nc(Nc3ccccc3C)n2)oc2ccccc12,7,-42,-1.9,-13,-4.6,-4,19,4,-5
CC(=O)O/N=C1\C(=O)N(Cc2ccc(C)cc2)c2ccccc21,/,-9,-5.1,-10,-5.1,-5,-13,1,6
Cc1ccc(-n2ncc3c2CCCC3NC(=O)c2cnccn2)cc1C (stereo not drawn),/,2,0.9,-16,1.1,-3,4,-2,1
COc1ccc(CCN(Cc2ccccn2)C(=S)Nc2cccc(SC)c2)cc1OC,1,2,-4.8,-13,-3.2,5,-10,2,-8
Cn1cnc(S(=O)(=O)N2CCN(C(c3ccc(F)cc3)c3ccc(F)cc3)CC2)c1,2,6,-2.8,-10,-1.1,3,-2,5,-17
Clc1ccc2nncn2n1,-4,7,-2.9,-12,-2.0,-2,77*,5,-4
COc1ccc(C(CNC(=O)Nc2ccc(Cl)cc2)N2CCN(C)CC2)cc1 (stereo not drawn),-1,-5,-1.4,-1,1.4,-7,-12,-4,-11
COc1cc(C(=O)Nc2scc(-c3ccccc3)c2C(=O)O)cc(OC)c1OC,5,7,-1.9,9,0.6,1,4,8,23
CC1CCCC(NC(=O)COC(=O)CCC(=O)c2ccc(F)cc2)C1C (stereo not drawn),1,/,/,/,/,-2,-7,0,/
CC1CCN(C(=O)c2ccc3c(c2)OCO3)CC1,3,5,-2.0,-19,-2.4,-1,-1,6,-2
O=C(COc1cccc2ccccc12)N1c2ccccc2CCc2ccccc21,1,3,-1.9,4,1.1,-2,-2,-3,-23
Cn1cnc2cc(OC(=O)c3ccccc3)ccc21,-4,5,-1.7,5,-1.8,-11,18,4,2
Cc1ccc(C(C)CCN2CCC(n3nccc3NC(=O)c3ccccc3)CC2)o1 (stereo not drawn),0,7,-4.4,0,-1.9,5,-13,-1,-6
Cc1cc(O)c(-c2cc(O)c(C)cc2O)cc1O,12,6,0.5,-4,6.8,-10,23,-35,5
O=C(O)C1CC(=O)N(CCc2ccc(F)cc2)C1 (stereo not drawn),5,-1,1.7,-2,0.6,0,1,2,7
CCCCNC(=S)NNC(=O)c1ccoc1C,3,-11,-3.2,0,-4.8,-1,9,1,8
CC(=O)Nc1ccccc1C(=O)C(=O)Nc1ccc(C(=O)N2CCOCC2)cc1,2,8,-2.7,-14,-2.6,-7,9,3,-2
Cc1ccc(C(=O)Nc2nnc(S(=O)(=O)N3CCCCCC3)s2)cc1,4,23,-2.5,-15,-3.9,-1,-4,7,-2
Cc1cc(C)n(CC(O)Cn2c3ccccc3c3ccccc32)c(=O)n1 (stereo not drawn),-1,10,-4.0,-19,-4.1,-8,3,0,-4
CSc1cc(-c2ccco2)oc1C(=O)c1ccco1,7,/,/,/,/,-2,-5,5,/
COc1cc(S(=O)(=O)N(CCc2ccccc2)Cc2cccs2)ccc1-n1cnnn1,0,12,-0.9,-6,-4.5,-4,17,5,3
COc1ccc(CN(CC(=O)NCc2ccccc2)C(=O)c2csnn2)cc1,1,-11,-2.3,-1,-0.1,-7,7,5,1
COc1cc(Cl)ccc1OCc1cc(C(=O)N2CCCCCCC2)no1,2,0,-0.8,-9,-2.5,-8,-2,4,11
O=C(CSc1nc2ccccc2[nH]1)N1CCN(C(=O)c2ccco2)CC1,4,-4,-2.2,-12,-2.4,0,-7,-2,-4
COc1cc(S(=O)(=O)N(Cc2cccc(OC)c2OC)CC2CCCO2)ccc1-n1cnnn1 (stereo not drawn),-5,8,-3.6,5,-3.2,9,4,4,8
Cc1ccc(C(=O)COC(=O)CNC(=O)Cc2ccccc2)cc1[N+](=O)[O-],2,-2,-1.1,-6,-0.7,1,-3,4,6
O=C(O)CSc1nnc(Cn2c(=O)sc3ccccc32)n1-c1cccc(Cl)c1,0,20,-3.8,-9,-2.2,/,-14,2,4
O=S(=O)(Nc1ccc2cn[nH]c2c1)c1ccc(Cl)s1,3,-1,-2.4,2,-2.9,-3,10,-2,-9
CCOC(=O)C1=C(N)OC2=C(C(=O)CCC2)C1c1ccccc1OC (stereo not drawn),6,0,0.8,2,1.7,-8,-10,-3,-10
Cn1c(N)c(C(=O)CSc2nnc(C3CC3)n2Cc2ccccc2)c(=O)n(C)c1=O,0,/,/,/,/,-3,-7,-3,/
CCS(=O)(=O)c1ccc(-c2csc(-c3ccccc3)n2)c(Cl)c1Cl,10,-12,-2.9,0,0.3,0,-56,8,8
O=c1c2[nH]c3cccc(Cl)c3c2ncn1CC1CCCO1 (stereo not drawn),0,5,-4.0,-7,-1.0,1,-5,1,-14
C#CCOCCOCCOCCNc1nc(N2CCN(C(=O)C(Cc3ccc(O)cc3)n3cc(C(N)CC(C)C)nn3)CC2)nc(N2CCN(C(=O)C(Cc3cc4ccccc4[nH]3)n3cc(C(N)C(C)CC)nn3)CC2)n1 (stereo not drawn),-2,-16,-1.8,-1,-3.4,/,/,/,-63
Cc1ccc(OCCN2C(=O)c3ccccc3C2=O)c([N+](=O)[O-])c1,0,-7,-1.6,-14,-0.5,-6,6,1,2
Cc1cc(C(=O)CSc2nc(N)cc(N)n2)c(C)n1-c1cccc(C(F)(F)F)c1,0,25,-0.8,-19,-0.4,-3,17,-3,-4
COc1cccc(OC)c1C(=O)NNC(=O)c1ccc(F)cc1,7,6,-2.4,1,-1.2,5,-13,4,0
Cc1ccc(CCc2nnc(SCC(=O)Nc3ccccc3Cl)n2-c2ccccc2)o1,-2,2,-4.1,-6,0.2,-1,18,1,3
Cc1ccc(C)c(NC(=O)c2ccc(N(C)S(C)(=O)=O)cc2)c1,5,7,0.1,5,0.8,-5,11,-4,3
CC(NC(=O)c1ccc(Cl)cc1)c1nnc(SCC(=O)NC2=NCCS2)n1C (stereo not drawn),9,9,-3.2,6,-4.0,-9,5,9,9
CC1Cc2ccccc2N1C(=O)CNc1ccccc1N1CCCCC1 (stereo not drawn),-8,-12,-0.7,12,-0.6,-3,16,3,-36
NCCCC[C@H](NC(=O)C1CCNCC1)c1nnc([C@@H](N)CO)o1,-3,4,-1.4,-11,-2.4,-1,0,3,5
